# EBI2 antag – blocks human EBI2 receptor beta-arrestin signaling; P32249; EBI2 beta-arrestin recruitment, luminescence, 7a,25-OHC stimulated; inhibition, % at 5 µM; hit rate 0.81% among 360,000; in the data active = inhibition above about 38%;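 note: enzyme fragment complementation signal reports receptor beta-arrestin coupling in cells; 0% = agonist plus DMSO wells and 100% = wells without agonist; some results beyond the cut were filed as inactive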
# CXCR6 block – blocks human CXCR6 beta-arrestin recruitment; AID 602244; O00574; CHO-K1 PathHunter CXCR6 beta-arrestin, luminescence; hit rate 0.36% among 360,000; inhibition, % at 20 µM; in the data active = inhibition above about 34%, passing the limit was not always enough;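 note: antagonist mode with CXCL16 agonist at 10 nM final; 0% = 10 nM CXCL16 with DMSO and 100% = unstimulated wells without agonist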
# Target sequence (O00574 whole entry, looked up): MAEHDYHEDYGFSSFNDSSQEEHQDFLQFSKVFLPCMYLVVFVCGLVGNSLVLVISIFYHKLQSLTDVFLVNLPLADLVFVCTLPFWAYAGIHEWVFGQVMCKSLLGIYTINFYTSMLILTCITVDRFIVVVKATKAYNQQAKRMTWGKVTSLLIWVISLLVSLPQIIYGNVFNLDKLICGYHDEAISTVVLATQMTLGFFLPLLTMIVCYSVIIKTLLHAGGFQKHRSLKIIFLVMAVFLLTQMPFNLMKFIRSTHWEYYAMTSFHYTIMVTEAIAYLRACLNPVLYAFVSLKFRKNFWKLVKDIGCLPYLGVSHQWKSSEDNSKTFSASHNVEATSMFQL
# Active calls of the source: *. Only part of the results is shown; the hit share may differ from the screen's.
SMILES,EBI2 antag,CXCR6 block
COc1ccc(C(c2nnnn2-c2c(C)cccc2C)N2CCC3(CC2)C(=O)NCN3c2ccccc2)cc1 (configuration not stated),2.3,8.6
C#C[C@]1(O)CC[C@H]2[C@@H]3[C@H](O)C[C@H]4C[C@@H](O)CC[C@]4(C)[C@H]3CC[C@@]21C,-2.9,-2.8
O=C1NCN(c2ccccc2)C12CCN(C(c1cc3ccccc3o1)c1nnnn1C1CCCC1)CC2 (configuration not stated),-9.9,-9.0
COc1ccc(C2C=C(C)Oc3c2c(=O)oc2ccccc32)cc1OC (configuration not stated),-5.5,3.1
c1ccc(CN2Cc3ccccc3-n3nncc3C2)nc1,1.0,5.0
CCOC(=O)[C@]12Cc3c(cc(OC)c(OC)c3OC)[C@H]1N(C)C(=O)c1ccccc12,-3.7,-4.2
COc1ccc(C(c2nnnn2Cc2ccccc2)N2CCC(n3c(=O)[nH]c4ccccc43)CC2)cc1 (configuration not stated),-28.0,10.1
CCOC(=O)[C@]12Cc3ccccc3[C@H]1N(CCC(=O)OC)C(=O)c1ccccc12,5.5,-6.6
CCOC(=O)CNC(=O)N1Cc2ccc(Br)cc2-n2nncc2C1,-7.7,-2.0
Cc1ccccc1-c1ccc2c(c1)C1c3c(-c4ccccc4)nnn3-c3ccccc3C(=O)N1CC2 (configuration not stated),5.1,-4.0
CNC(=O)Oc1c(C)[nH]ccc1=O,-8.1,-3.5
CN(Cc1cccc(-c2ccncc2)c1)C(=O)Oc1ccccc1Cc1ccccc1,18.4,12.6
Cc1ccc(OC(=O)N(C)C[C@@H]2OCc3cnnn3CCCC(=O)N([C@@H](C)CO)C[C@H]2C)cc1,-1.9,1.7

# 6 entries from above in another layout:
# Screens in order – EBI2 antag, CXCR6 block
C#C[C@]1(O)CC[C@H]2[C@@H]3[C@H](O)C[C@H]4C[C@@H](O)CC[C@]4(C)[C@H]3CC[C@@]21C
 : -2.9, -2.8
CCOC(=O)[C@]12Cc3ccccc3[C@H]1N(CCC(=O)OC)C(=O)c1ccccc12
 : 5.5, -6.6
CCOC(=O)CNC(=O)N1Cc2ccc(Br)cc2-n2nncc2C1
 : -7.7, -2.0
COc1ccc(C(c2nnnn2Cc2ccccc2)N2CCC(n3c(=O)[nH]c4ccccc43)CC2)cc1 (configuration not stated)
 : -28.0, 10.1
CN(Cc1cccc(-c2ccncc2)c1)C(=O)Oc1ccccc1Cc1ccccc1
 : 18.4, 12.6
COc1ccc(C2C=C(C)Oc3c2c(=O)oc2ccccc32)cc1OC (configuration not stated)
 : -5.5, 3.1

# Source: PubChem
